Scp-1 inhibitor = blocks human Scp-1 phosphatase activity; inhibition, % at 20 µM; AID 493091; Q9GZU7; Recombinant Scp1, phosphopeptide, malachite green phosphate absorbance; 340,000 compounds, 0.88% hits;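 active means inhibition above about 50% at 20 µM, limit read from the data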;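 further: plate controls were DMSO wells with enzyme for no effect and wells lacking enzyme for full effect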
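assay system = SCP-1 phosphatase catalytic domain, residues 76-261 | buffer or medium = 50 mM Tris acetate pH 5.5, 0.005% Tween-20, 10 mM MgCl2 | incubation = enzyme reaction 45 min at room temperature, colour 5 min, stabilisation 30 min | signal = Phosphate-binding colour reagent, absorbance read at 630 nm | measure = % inhibition at 20 µM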
MsrA inhibitor = inhibits bovine methionine sulfoxide reductase A; purified bovine MsrA, absorbance read-out; inhibition, % at 15.5 µM; 360,000 compounds, 0.75% hits; AID 651718; in the data active means inhibition above about 4.5%;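 further: 0% = vehicle wells with enzyme and 100% = reference inhibitor wells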
CSN inh = CSN deneddylation inhibition; Q92905; Purified CSN, SCF-Nedd8-OG deneddylation, fluorescence polarization; inhibition, % at 12.5 µM; 360,000 compounds, 0.38% hits; AID 651999;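 active means pattern-corrected inhibition above about 35%, with an unprinted fluorescence ratio check between 0.5 and 1.5, limit read from the data, passing the limit was not always enough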;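 further: 0% = enzyme with substrate and 100% = substrate without enzyme; some results filed as inactive read as strong as hits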
Target sequence (Q92905 whole entry, looked up, one chain of several): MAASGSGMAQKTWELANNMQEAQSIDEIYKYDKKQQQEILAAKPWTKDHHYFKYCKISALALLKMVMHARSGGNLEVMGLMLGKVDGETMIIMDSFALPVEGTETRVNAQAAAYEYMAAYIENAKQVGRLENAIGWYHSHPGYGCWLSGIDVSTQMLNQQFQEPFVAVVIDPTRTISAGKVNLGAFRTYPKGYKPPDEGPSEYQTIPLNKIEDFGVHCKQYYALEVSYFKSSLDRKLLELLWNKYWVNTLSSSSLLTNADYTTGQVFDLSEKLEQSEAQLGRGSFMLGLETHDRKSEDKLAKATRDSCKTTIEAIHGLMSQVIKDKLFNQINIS
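Schedule: reaction 90 min, room temperature / Assay system: HEK293T-derived human Csn5 enzyme / Input: Csn5 at 0.24 nM final / Measure: inhibition of Csn5 cleavage, % / Control set: substrate-only high control, full reaction low control / Technique: fluorescence polarization of the substrate / Buffer or medium: Tris/NaCl/DTT buffer, pH 7.5 / Reagent: SCFSkp2-Nedd8OG substrate at 10 nM final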
Rpn11 inh = Rpn11 (human) deubiquitinase inhibition; O00487; human 26S proteasome, Ub4-pepOG fluorescence polarization; 20S core pre-blocked with epoxomicin; calls only at 20 µM; 360,000 compounds, 0.59% hits;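 active means inhibition at 20 µM, scaled to each plate's controls, above about 33%, limit read from the data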
Target sequence (O00487 whole entry, looked up): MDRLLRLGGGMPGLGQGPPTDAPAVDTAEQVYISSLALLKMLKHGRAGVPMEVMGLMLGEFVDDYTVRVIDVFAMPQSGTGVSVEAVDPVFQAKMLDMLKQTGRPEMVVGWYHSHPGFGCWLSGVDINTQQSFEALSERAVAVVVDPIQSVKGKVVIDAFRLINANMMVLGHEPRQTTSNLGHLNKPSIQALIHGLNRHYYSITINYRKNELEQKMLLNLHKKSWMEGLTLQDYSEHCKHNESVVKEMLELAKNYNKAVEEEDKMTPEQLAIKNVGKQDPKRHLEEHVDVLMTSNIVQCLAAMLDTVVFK
DNMT1 block = DNMT1 (human) enzyme inhibition; P26358; DNMT1 molecular beacon, Hinp1I cleavage, fluorescence; inhibition (reported as % activation of signal), % at 10 µM; 360,000 compounds, 0.83% hits; in the data active means inhibition above about 50%
TbMetRS inhib = blocks T. brucei methionyl-tRNA synthetase activity; purified T. brucei MetRS, ATP depletion, Kinase-Glo luminescence; 360,000 compounds, 0.4% hits; inhibition, % at 11.9 µM;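 active means inhibition above a per-plate cutoff of the control wells' mean inhibition plus 3 SD, cut at about 5.5% in these data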;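 further: 0% = DMSO wells median and 100% = median of wells with control inhibitor compound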
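Dosing: 11.9 µM compound single dose, 0.9% DMSO; Assay system: purified T. brucei MetRS enzyme; Measured by: Kinase-Glo luciferase luminescence reporting remaining unconsumed ATP; Schedule: 15 min plus 2 h at 25 °C.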
LMPTP block = blocks human LMPTP phosphatase; P24666; recombinant LMPTP-A, OMFP fluorogenic substrate, fluorescence intensity; inhibition, % at 20 µM; 360,000 compounds, 0.22% hits; AID 651560;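 active means compounds that cut the enzyme signal by at least half of the control window in the single-dose screen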;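 further: plate controls were DMSO wells with enzyme plus substrate for no effect and substrate without enzyme for full effect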
Target sequence (P24666 whole entry, looked up): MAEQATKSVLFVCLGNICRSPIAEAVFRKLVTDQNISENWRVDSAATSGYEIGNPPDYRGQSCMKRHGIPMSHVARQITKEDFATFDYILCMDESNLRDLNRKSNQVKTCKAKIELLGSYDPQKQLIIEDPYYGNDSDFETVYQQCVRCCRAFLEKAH
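Assay system: LMPTP-A, protein tyrosine phosphatase of low molecular weight / Medium: pH 6.0 Bis-Tris buffer with DTT and Triton X-100 / Schedule: 50 min enzyme reaction at room temperature, protected from light / Measured by: endpoint fluorescence intensity from OMFP dephosphorylation / Read-out basis: % inhibition relative to no-enzyme and uninhibited control wells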
STEP inh = STEP (human) phosphatase inhibition. inhibition, % at 20 µM. P54829. recombinant STEP, OMFP fluorogenic substrate, fluorescence. 360,000 compounds, 0.25% hits;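 active means inhibition at 20 µM, scaled per plate between control wells, above about 37%, limit read from the data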;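 further: 0% = DMSO with enzyme and substrate and 100% = substrate only without enzyme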
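medium = Bis-Tris buffer pH 6.0, 2.5 mM DTT, 0.005% Tween 20 | test system = STEP (striatal-enriched tyrosine phosphatase) enzyme, cell-free | measure = normalized % inhibition | compound dosing = 20 µM, 1% DMSO | also added = 25 µM OMFP | schedule = reaction 20 min, ambient temperature | measured by = fluorescence read at 480 nm ex / 540 nm em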
SUMO1 PPI mod = SUMO1-SIM interaction modulation | P63165 | SUMO1 binding to a labelled peptide, TR-FRET, 1 h | inhibition, % at 20 µM | 360,000 compounds, 0.33% hits | AID 602429; in the data active means inhibition above about 37%
Target sequence (P63165 whole entry, looked up): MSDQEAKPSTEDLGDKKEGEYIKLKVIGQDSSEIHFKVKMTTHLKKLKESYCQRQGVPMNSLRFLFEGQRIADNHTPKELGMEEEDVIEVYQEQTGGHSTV
NadD block = NadD (S. aureus) enzyme inhibition. inhibition, % at 20 µM. AID 602399. 360,000 compounds, 0.78% hits. purified NadD enzyme, colorimetric absorbance read-out; in the data active means inhibition above about 26%; further: some compounds past the cut are filed as inactive
Active calls of the source: *; i = inactive; x = no result given; + = active, no number.

The opening six records (preview)
SMILES	Scp-1 inhibitor	MsrA inhibitor	CSN inh	Rpn11 inh	DNMT1 block	TbMetRS inhib	LMPTP block	STEP inh	SUMO1 PPI mod	NadD block
COC(=O)C(NC(=O)c1ccco1)(Nc1cc(C)ccn1)C(F)(F)F (centres undefined)	0	0.4	-4	i	0	-0.7	-1.9	0	3	-4
C=CCOc1ccc(C(=O)N(Cc2ccc(N(C)C)cc2)C2CCS(=O)(=O)C2)cc1 (centres undefined)	-6	0.9	3	i	-12	0.0	0.8	0	0	5
Cc1cccc(C(=O)NCC(=O)N2CCCCCCC2)c1	-10	-0.2	-1	i	6	-0.3	-0.8	1	-5	-8
CCOc1ccc2nc(NS(=O)(=O)c3cccs3)sc2c1	-8	0.2	2	i	1	-0.2	1.7	-2	13	0
O=c1[nH]cncc1OCc1ccccc1	-8	-1.6	-1	i	0	-0.4	-0.1	-2	5	1
CC(C)(C)c1cc[n+](-c2[nH]c(=O)sc2/C=N/NC(=O)c2ccccc2[O-])cc1	2	4.3	-13	i	2	0.6	0.2	1	-25	8

Main list, from the start:
SMILES	Scp-1 inhibitor	MsrA inhibitor	CSN inh	Rpn11 inh	DNMT1 block	TbMetRS inhib	LMPTP block	STEP inh	SUMO1 PPI mod	NadD block
COC(=O)C(NC(=O)c1ccco1)(Nc1cc(C)ccn1)C(F)(F)F (centres undefined)	0	0.4	-4	i	0	-0.7	-1.9	0	3	-4
C=CCOc1ccc(C(=O)N(Cc2ccc(N(C)C)cc2)C2CCS(=O)(=O)C2)cc1 (centres undefined)	-6	0.9	3	i	-12	0.0	0.8	0	0	5
Cc1cccc(C(=O)NCC(=O)N2CCCCCCC2)c1	-10	-0.2	-1	i	6	-0.3	-0.8	1	-5	-8
CCOc1ccc2nc(NS(=O)(=O)c3cccs3)sc2c1	-8	0.2	2	i	1	-0.2	1.7	-2	13	0
O=c1[nH]cncc1OCc1ccccc1	-8	-1.6	-1	i	0	-0.4	-0.1	-2	5	1
CC(C)(C)c1cc[n+](-c2[nH]c(=O)sc2/C=N/NC(=O)c2ccccc2[O-])cc1	2	4.3	-13	i	2	0.6	0.2	1	-25	8
c1ccc(-c2cc3ccccc3cn2)cc1	-6	-0.5	1	i	-3	-0.4	1.0	2	-19	-4
CCN(CC)S(=O)(=O)c1ccc(C(=O)Nc2nnc(NC(=S)Nc3ccccc3)s2)cc1	-10	1.9	0	i	-8	-0.1	-0.1	-2	0	47*
O=C(NCc1ccncc1)c1csc([C@@H]2C[C@H](O)[C@@H](CO)O2)n1	x	0.5	-4	i	7	-0.2	-2.3	-1	-4	-5
O=C(N/N=C/c1cccc(O)c1)c1cc(-c2ccc3c(c2)OCO3)n[nH]1	4	1.1	2	i	-2	0.2	2.7	-1	3	2
O=C(O)CCn1c(O)c(C=C2N=c3ccccc3=N2)sc1=S	0	0.7	-5	i	0	7.5*	-0.1	2	-12	5
CCOC(=O)CNC(=S)SC	8	-0.7	2	i	0	-0.4	-0.8	2	5	-1
N=C(N)c1ccc(OCCCCCOc2ccc(C(=N)N)cc2)cc1	-9	1.2	3	i	20	-1.7	58*	-3	-65	-7
O=C(c1ccc(COc2c(F)c(F)cc(F)c2F)o1)N1CCN(c2ccccc2)CC1	1	0.0	-2	i	-6	-0.9	3.5	0	-3	-1
OCCc1c[nH]c2ccccc12	-4	-1.0	-3	i	-2	0.7	-0.6	-3	-2	4
Cc1ccc(C(=O)NCCN2CCN(C(=O)c3ccc(C)c(C)c3)CC2)cc1C	-4	-1.1	-2	i	0	-0.3	0.3	5	-1	-7
CCc1ccc(NC(=S)N2CCN(S(=O)(=O)c3ccccc3)CC2)cc1	-8	-0.1	1	i	1	1.3	0.5	4	4	-3
Oc1ccc(C[C@@H]2CNCCN2CCc2cccc(F)c2)cc1	0	0.5	16	i	0	-0.4	-1.4	-1	0	-3
CCCCn1c(N)c(N(CCC(C)C)C(=O)COC(=O)c2sccc2C)c(=O)[nH]c1=O	-4	-1.3	1	i	2	-0.1	-0.1	1	1	-1
CCCc1nc2ccccc2c(C(=O)O)c1CC	9	0.8	2	i	1	0.3	-0.7	0	8	0
NC(=O)c1ccccc1NS(=O)(=O)Cc1ccccc1	-7	0.1	1	i	-1	-0.8	-1.7	-1	-1	9
CS(=O)(=O)Nc1ccccc1C(=O)N1CCOCC1	8	-0.5	-2	i	0	-0.5	-0.3	-1	-2	-5
O=C(COC(=O)C12CC3CC(CC(O)(C3)C1)C2)NC(=O)NCc1ccco1	10	0.0	-6	i	3	-1.7	0.2	-10	1	-6
CCc1c(C)nc2[nH]nc(-c3ccccc3)n2c1=O	-2	1.4	-3	i	2	-0.4	-0.5	-3	14	-2
Cc1c(S(=O)(=O)NCCc2ccccc2)c(=O)n(C)c(=O)n1C	-6	0.4	-2	i	3	0.4	-1.2	-2	3	-4

(further entries)
SMILES	Scp-1 inhibitor	MsrA inhibitor	CSN inh	Rpn11 inh	DNMT1 block	TbMetRS inhib	LMPTP block	STEP inh	SUMO1 PPI mod	NadD block
O=C(c1ccc(-n2cnnn2)cc1)N(C1CCCCC1)C1CCCCC1	11	0.7	-11	i	-1	0.4	-0.3	0	2	4
CCOC(=O)c1c(-c2ccc(OC)cc2)oc2ccc(O)cc12	-19	1.9	2	i	-20	0.2	4.1	-2	-7	-10
COc1cc(C2SCC(=O)N2Cc2ccccc2)ccc1O (centres undefined)	-10	-0.3	-1	i	0	0.1	-0.3	-1	1	-3
COc1ccc(Nc2ncc(C(=O)N3CCC(C(N)=O)CC3)c3ccccc23)cc1	1	3.8	3	i	3	0.0	1.0	-2	-4	5
CCOC(=O)c1sc(=NC(=O)c2ccc(S(=O)(=O)N(C)c3ccccc3)cc2)n(C)c1C	1	0.5	3	i	5	-1.1	0.9	-2	6	0
COc1ccc(C(=O)O/N=C(\C)c2nccs2)cc1	-4	0.7	5	i	-2	-1.3	-1.3	-3	-8	-1
CC(C)C[C@@H](CN=[N+]=[N-])N1CCN(Cc2ccccc2)CCC1=O	-8	-0.4	-2	i	9	-0.3	-0.3	-2	-1	-1
Cn1cccc1CC(=O)NNC(=S)Nc1ccc(F)cc1	-2	0.3	0	i	-6	0.3	0.1	4	0	-3
COc1cc(NC(=O)C2(C)CCCN2C)cc(OC)c1OC (centres undefined)	x	1.1	0	i	5	-0.3	-2.0	-3	-2	-2
O=C(NCc1cccnc1)c1ccccc1NS(=O)(=O)c1ccccc1	0	1.0	4	i	-2	0.4	-1.6	-1	2	0
CC(=O)NC(C)c1nc2ccccc2n1C(C)C (centres undefined)	-8	-1.7	0	i	3	0.2	-0.5	-3	1	3
CC(Sc1nnc(C2CC2)n1C1CC1)C(=O)c1ccc(F)cc1 (centres undefined)	-5	0.5	1	i	3	0.0	-1.0	-1	7	8
CCOC(=O)C1=C(O)c2ccccc2C(=O)/C1=C\c1ccc(CC)cc1	-8	x	2	i	-1	0.1	4.5	3	-12	5
O=C(NN=C1CCCC1)c1ccc(Cl)cc1	-1	0.6	4	i	4	-1.1	0.4	2	2	6
CN(C)S(=O)(=O)c1cccc(NC(=S)Nc2cccc3cnccc23)c1	-10	-0.3	20	i	48	-0.3	9.6	6	-9	6
COc1ccc(OC)c(CN2C(=O)c3ccccc3C2c2nnnn2-c2c(C)cccc2C)c1 (centres undefined)	x	0.2	-3	x	x	0.0	0.9	x	2	-11
Cc1ccccc1N1C(=O)C(Cc2ccc(F)cc2)S/C1=C(\C#N)C(N)=O (centres undefined)	-1	0.5	3	+	-1	-0.2	-0.6	0	1	-1
CCOC(=O)CN(C(=O)CSc1nnc(-c2ccncc2)n1CCCN(C)C)c1ccccc1	-8	-0.6	-3	i	-1	0.1	-1.3	-1	2	4
CS(=O)(=O)C1=C(O)C(=O)N(c2ccccc2)C1c1ccccc1 (centres undefined)	8	-0.5	-3	i	1	-1.1	-3.0	4	7	-25
CCOc1ccc(NC(=O)c2ccc3nccnc3c2)cc1	12	0.7	2	i	1	-1.2	-0.1	0	-15	-4
COc1cc2c(cc1OC)C(Cc1cc(OC)c(OC)cc1[N+](=O)[O-])=NCC2	0	2.5	2	i	-13	-0.2	-0.5	3	-17	4
O=C(NN=Cc1ccc(Cl)cc1Cl)C1CC1	-5	0.3	-3	i	0	-0.1	-1.0	-3	-5	4
O=C(CN1C(=O)NC(Cc2c[nH]c3ccccc23)C1=O)Nc1ccc(F)cc1F (centres undefined)	5	0.2	3	i	0	0.0	1.7	-2	-1	-3
O=C(COC(=O)c1ccc2ccccc2c1O)Nc1ccccc1	3	2.0	11	i	7	-0.8	-0.5	-4	12	-8
COc1ccc(OC)c2[nH]c(=O)c(CCNC(=S)NC(C)(C)C)cc12	4	-0.1	6	i	-2	0.1	0.1	2	-1	3

New compounds follow.
SMILES	Scp-1 inhibitor	MsrA inhibitor	CSN inh	Rpn11 inh	DNMT1 block	TbMetRS inhib	LMPTP block	STEP inh	SUMO1 PPI mod	NadD block
COC(=O)c1ccccc1NC(NC(=O)c1ccco1)C(=O)c1ccc(C)cc1 (centres undefined)	-7	-0.4	1	i	-4	-0.5	2.1	1	-1	7
C[C@@H]1CN([C@@H](C)CO)C(=O)CCCn2nncc2CO[C@H]1CN(C)C(=O)Nc1ccnc(N2CCOCC2)c1	x	-1.2	1	i	8	-0.3	-0.7	2	4	4
CCOc1ccc2ccccc2c1C(=O)NCC(c1ccc(N(C)C)cc1)N(C)C (centres undefined)	-7	0.5	2	i	4	0.0	0.3	1	-12	-13
Clc1ccc(-c2ccc(-c3nn4c(-c5ccco5)nnc4s3)o2)cc1	77*	-0.2	31	i	78*	-0.9	26	5	30	35*
CCn1c(CCNC(=O)c2ccc(Cl)cc2)nnc1SCC(=O)NC1CCCC1	0	0.3	1	i	3	0.0	-3.3	14	4	-4
CCC(=O)c1ccc(OCC(O)Cn2cnc3ccccc32)cc1 (centres undefined)	-5	1.0	0	i	-6	-0.9	1.0	-4	2	1
Cc1c(Cl)cccc1NC(=O)CNC(=O)c1cn(-c2ccccc2)nc1-c1cccnc1	2	1.0	2	i	-17	31*	-0.4	1	-1	11
COc1ccc(Cl)cc1C(=O)NNC(=O)CSc1nnnn1C	-8	0.3	9	i	-5	1.1	-1.2	-1	2	-8
Cc1cc(C(=O)N2CCc3ccccc3C2)no1	1	1.3	4	i	-1	-0.2	-0.5	-2	-2	1
Cc1ccc(Cl)c(NC(=O)COC(=O)c2cc[n+]([O-])cc2)c1Cl	4	0.8	1	i	9	-0.5	-0.4	-4	-6	-2
COc1ccc2cc(S(=O)(=O)Nc3ccccn3)ccc2c1	-9	-1.0	0	i	1	-1.2	-0.8	-2	-2	4
